High-throughput results deposited in PubChem by several laboratories.
KCNQ2 inh: KCNQ2 potassium channel inhibitors, primary screen, cell-based, CHO-K1, FluxOR thallium flux, B-score (AID 2156); 1.1% of 310,000 active; B-score at 10 µM; O88943; 20 min; stronger effect = lower value;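 active means fluorescence ratio B-score at most minus 3 library SDs, with starting brightness B-score within 2 library SDs, cut at about -5.5 in these data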
OX1R FRET antag: antagonists of human orexin 1 receptor (OX1R); AID 485270; O43613; 1.8% of 330,000 active; OX1R-expressing cells, FRET antagonist read-out; inhibition, % at 6.6 µM; in the data active means inhibition mostly above about 38%, no sharp cut-off; inactive means mostly below about 40%;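 further: 0% = agonist challenge alone and 100% = reference antagonist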
Target sequence (O43613 whole entry, looked up): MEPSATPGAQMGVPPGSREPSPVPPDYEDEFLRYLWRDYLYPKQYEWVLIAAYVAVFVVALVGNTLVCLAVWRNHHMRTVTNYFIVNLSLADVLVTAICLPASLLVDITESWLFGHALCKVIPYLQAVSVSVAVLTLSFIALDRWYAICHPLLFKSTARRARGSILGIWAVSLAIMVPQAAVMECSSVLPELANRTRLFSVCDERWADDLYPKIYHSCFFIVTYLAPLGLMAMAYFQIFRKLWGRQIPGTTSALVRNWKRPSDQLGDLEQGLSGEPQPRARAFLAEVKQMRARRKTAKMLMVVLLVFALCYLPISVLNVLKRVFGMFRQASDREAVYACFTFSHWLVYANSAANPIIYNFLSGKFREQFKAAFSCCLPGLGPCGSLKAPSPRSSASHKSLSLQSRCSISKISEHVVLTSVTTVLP
STK33 kinase inh: inhibitors of human STK33 kinase | purified STK33, MBP phosphorylation, ADP-Glo luminescence | inhibition, % at 10 µM | 0.073% of 320,000 active;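 active means inhibition at or above 25%, using the most active replicate where run in duplicate; inactive means inhibition below 25%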
Target sequence (Q9BYT3 whole entry, looked up): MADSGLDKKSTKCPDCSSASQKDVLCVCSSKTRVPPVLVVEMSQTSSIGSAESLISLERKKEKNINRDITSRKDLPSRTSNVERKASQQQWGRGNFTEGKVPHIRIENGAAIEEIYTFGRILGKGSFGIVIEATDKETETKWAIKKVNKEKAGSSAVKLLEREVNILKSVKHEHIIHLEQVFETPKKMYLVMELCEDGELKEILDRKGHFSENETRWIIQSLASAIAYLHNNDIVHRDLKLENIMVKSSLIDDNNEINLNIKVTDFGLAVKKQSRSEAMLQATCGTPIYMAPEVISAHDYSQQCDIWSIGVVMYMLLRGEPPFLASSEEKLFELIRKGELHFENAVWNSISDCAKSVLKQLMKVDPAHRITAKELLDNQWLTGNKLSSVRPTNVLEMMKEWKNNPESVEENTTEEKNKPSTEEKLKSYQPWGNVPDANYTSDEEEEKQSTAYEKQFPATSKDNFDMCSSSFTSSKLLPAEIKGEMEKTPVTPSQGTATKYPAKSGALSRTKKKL
The depositor's hits bear a star; i = inactive; x = no result given. Rows are unselected. Share with any hit: about 2.7%.

SMILES	KCNQ2 inh	OX1R FRET antag	STK33 kinase inh
Cc1cccc(N(C)C(=O)CCS(=O)(=O)c2cccc3nonc23)c1	i	52*	0.0
O=C(Cn1nc2n(c1=O)-c1ccccc1SC2)N/N=C/c1cccnc1	i	19	3.1
COc1ccc(NC(=O)N2CCCC2C(=O)NC2CCCC2)cc1 (stereo not given)	i	19	0.0
C1CSC2(N1)C1CC3CC2CC(C1)C31NCCS1 (stereo not given)	i	5	-0.3
CCOc1ccc(C(=O)NCCN2CCCCC2)c(OCC)c1	i	6	0.6
COc1ccc(CNC(=O)c2ccc(C(C)C)cc2)cc1	i	4	-1.6
COC(=O)CSc1nnc(CNS(=O)(=O)c2ccc(Br)cc2)n1C	i	-3	-1.7
CCOC(=O)c1cnc(SCCN2CCOCC2)nc1N	i	13	-0.7
CCOC(=O)C1=C(O)C(=O)N(c2ccc(S(N)(=O)=O)cc2)C1c1ccc(OC)cc1 (stereo not given)	i	2	-0.5
COc1ccc(NC(=O)CSc2nnc(Cn3cnc4ccccc43)n2C)cc1	i	27	-1.2
CCOc1ccc(CC(=O)NCC(=O)NCc2cc(=O)n(C)c(=O)n2C)cc1	i	7	0.8
CC(C)c1ccc(OCC(=O)N(Cc2ccco2)C2CCS(=O)(=O)C2)cc1 (stereo not given)	i	-1	0.4
Cc1cccc(NC(=O)c2ccc(S(=O)(=O)N3CCOCC3)cc2)n1	i	8	-1.0
CN(Cc1ccccc1)C(=O)c1[nH]cnc1C(=O)N[C@@H](Cc1ccccc1)C(=O)OCc1ccccc1	i	6	-0.6
CC1(C)Cc2c(sc3ncnc(NN)c23)CO1	i	-2	0.4
NS(=O)(=O)c1ccc(NC(=S)NC(=O)c2ccc(-c3ccccc3)cc2)cc1	i	8	-1.4
Cc1nc(-c2cc(-c3nc(-c4ccc(C(F)(F)F)cc4)no3)no2)cs1	i	8	-1.1
CCOc1cc(C(C(=O)NCC2CCCO2)N(C(=O)Cn2nnc3ccccc32)c2cccc(OC)c2)ccc1O (stereo not given)	i	9	0.0
CC(C)NC(=O)Nc1ccc2c(c1)C(=O)N([C@H](C)CO)C[C@H](C)[C@@H](CN(C)S(=O)(=O)c1cn(C)cn1)O2	x	3	-1.5
Cc1[nH]c(=O)[nH]c(=O)c1S(=O)(=O)NCC12CC3CC(CC(C3)C1)C2	i	15	-1.4
COC(=O)c1cc2c(ccn2-c2ccc(F)cc2)n1CC(=O)OC(C)C	i	9	-0.2
CCc1ccc(-c2cc(C(=O)Nn3cnnc3)c3ccccc3n2)cc1	i	9	1.1
O=c1cc(-c2ccccc2)c2ccc(O)cc2o1	i	13	-0.4
CC1CN=C2C(C(=O)Nc3ccccc3)=C(O)CC(c3ccccc3)N21 (stereo not given)	i	11	x
Cc1c(Nc2nc(-c3cccc([N+](=O)[O-])c3)cs2)c(=O)n(-c2ccccc2)n1C	i	28	-1.9
Fc1ccccc1C(c1nnnn1Cc1ccc2c(c1)OCO2)N1CCN(Cc2ccco2)CC1 (stereo not given)	i	21	-1.5
C=CCn1c(CNC(=O)c2ccccc2F)nnc1SCc1nc2ccccc2c(=O)[nH]1	i	7	-1.9
COc1ccc(OCC(=O)Nc2c(C(=O)N3CCC(N4CCCCC4)CC3)oc3ccccc23)cc1	i	10	1.9
Cc1sc2c(c1C)c(=O)n(-c1ccc(Cl)cc1)c(=O)n2Cc1cc(=O)n2ccccc2n1	i	4	0.0
O=C(c1cnsn1)N1CCC(CO)(Cc2cccc(F)c2)CC1	i	3	0.3
C=CCNCCOc1ccccc1-c1ccccc1	i	-2	-1.0
O=C(O)CSc1nnc(CNc2cccc(C(F)(F)F)c2)n1Cc1ccco1	i	9	0.6
Nc1ccccc1NC(=O)c1ccccc1N	i	15	-0.6
COc1cccc(CN(CC(=O)NCc2ccco2)C(=O)CNS(=O)(=O)c2ccccc2)c1	i	12	-0.6
O=C(/C=C/c1ccccc1)NC(=S)Nc1ccccc1O	i	2	0.0
O=C(Nc1nccs1)c1ccc(COc2c(F)c(F)cc(F)c2F)cc1	i	13	-0.1
Cc1ccc2nc(Nc3ccccc3O)nc(-c3ccccc3)c2c1	i	1	1.2
O=C(CSc1nnc(-c2cccc(S(=O)(=O)N3CCCCC3)c2)o1)c1ccc[nH]1	i	16	0.1
C/C(=N/NC(=O)c1ccc(C(C)(C)C)cc1)c1ccccn1	i	8	-1.0
CCOc1ccccc1Nc1ncccc1C(=O)N1CCCC1	i	9	0.2

Of the compounds above, two have a CF3 group.
SMILES	KCNQ2 inh	OX1R FRET antag	STK33 kinase inh
Cc1nc(-c2cc(-c3nc(-c4ccc(C(F)(F)F)cc4)no3)no2)cs1	i	8	-1.1
O=C(O)CSc1nnc(CNc2cccc(C(F)(F)F)c2)n1Cc1ccco1	i	9	0.6

Continuation:
SMILES	KCNQ2 inh	OX1R FRET antag	STK33 kinase inh
Cc1c(NC(=O)C2(c3ccccc3)CCOCC2)c(=O)n(-c2ccccc2)n1C	i	11	-2.4
CCCC(C)C(=O)Nc1cc(S(=O)(=O)N2CCCCC2)ccc1N1CCOCC1 (stereo not given)	x	-1	-0.9
COc1ccc(/C=C2\SC(=O)N(CC(=O)NCCC(C)C)C2=O)cc1OC	i	5	-1.9
Oc1c(Br)cc(/C=N/n2c(-c3ccccc3)n[nH]c2=S)c(Br)c1O	i	15	-4.2
CCOc1ccc(N=C2NC(=O)S/C2=C\c2ccc(N(C)C)cc2)cc1	i	8	-1.2
Cc1ccc(C)c(OCC(=O)Nc2cc(C(=O)O)cc(C(=O)O)c2)c1	i	9	-1.4
c1ccc(-c2noc(-c3cccc4ccccc34)n2)nc1	i	66*	2.5
COc1ccc(/C(C)=N\NC(=O)C(c2ccncc2)N2CCOCC2)cc1 (stereo not given)	i	15	-0.2
Cc1ccc(NC2CCCN(C(=O)CCN3CCCCO3)C2)cc1C (stereo not given)	i	-5	-0.7
O=C(/C=C/c1ccco1)Nc1scc(-c2ccccc2)c1C(=O)O	i	10	0.9
CCOC(=O)C1=C(O)C(=O)N(Cc2cccnc2)C1c1ccc(OC)cc1 (stereo not given)	i	5	-2.9
COc1ccc(N(C(=O)CNC(=O)c2ccco2)C(C(=O)NC2CCCC2)c2ccc(C)o2)cc1 (stereo not given)	i	17	-0.5
CSc1cccc(NC(=O)C(C)C)c1	i	16	-0.7
Cc1ccc(NC(=O)c2cc(C(C)(C)C)nn2Cc2ccccc2)cc1	i	12	0.8
CC(C)C(=O)NC(NC(=S)Nc1cccc2cccnc12)C(Cl)(Cl)Cl (stereo not given)	i	16	-4.5
Nc1ncc(Br)cc1S(=O)(=O)NCCC(=O)N1CCN(c2ccccc2)CC1	i	20	-1.5
O=C(NCc1cc(C(F)(F)F)cc(C(F)(F)F)c1)C1CC(c2c(Cl)cccc2Cl)=NO1 (stereo not given)	i	14	-0.9
CN1CCN(C(=O)c2ccc(CN3CCOCC3)cc2)CC1	i	14	1.2
CC1=CC=CN2C1=NC(=O)CC2(C)C(=O)N(CC(=O)NC1CCCC1)Cc1ccccc1 (stereo not given)	i	17	-1.0
O=C(CSc1nc2ccccc2c(=O)[nH]1)Nc1ccc(Br)cc1	i	18	-1.1
O=C(N/N=C1\CCSc2ccc(F)cc21)c1cccnc1	i	28	x
COc1ccc(Cc2nnc(Nc3ccc(C)cc3C)[nH]c2=O)cc1	i	16	-0.5
Cc1ccc(S(=O)(=O)N2CCN(C(=O)CSC(=S)N3CCCC3)CC2)c(C)c1	x	6	-0.7
C#CCOc1ccccc1CNC1CCN(Cc2ccccc2)CC1	i	0	-1.1
O=C(Cn1ncc(Cl)c(Cl)c1=O)Nc1ccc2c(c1)OCO2	x	8	0.4
CCOC(=O)c1c(C)nc2c(c1-c1cc(OC)c(OC)c(OC)c1)C(=O)c1ccccc1-2	i	9	-0.2
O=C(Nc1ccccn1)NC12CC3CC(CC(C3)C1)C2	i	4	-0.3
Cn1c(=O)c2c(SCc3cccc(C(F)(F)F)c3)nc(-c3ccco3)nc2n(C)c1=O	i	5	3.1
Cc1ccc(CN(C)CC(=O)Nc2ccc3c(c2)CCC3)cc1	i	20	-0.1
Cc1nc(N)nc(Cl)c1Cc1ccc(Cl)cc1	i	6	-0.2
COc1ccc(S(=O)(=O)Nc2ccccc2OC)cc1NC(=O)Cc1cccs1	i	4	-0.6
CC(=O)Nc1ccc(NC(=O)COC(=O)c2ccccn2)cc1	i	2	-3.6
CC(C(=O)N1CCCC1)c1ccc([N+](=O)[O-])cc1 (stereo not given)	i	20	0.0
N=c1n(-c2ccccc2)c(O)cc(=O)n1-c1ccccc1	i	12	0.1
COc1cc(SC)ccc1C(=O)N1CCN(c2ccccc2)CC1	i	22	-1.3
CCOc1ccc(-n2c(Cc3cc(=O)[nH]c(=O)[nH]3)nnc2SCC)cc1	i	8	-1.7
COc1ccccc1Oc1ccc(N/C=C2/CCCC2=O)cc1	i	9	-1.5
COc1ccc(NC(=O)Nc2ccc(F)cc2F)cc1	i	20	-0.3
OCCN1CNC(=S)NC1	i	3	-1.8
CCCCC1(C(=O)OCC)CC(CSC(=N)N)OC1=O (stereo not given)	i	2	-1.2
O=C1CC(c2ccccc2)n2nc(NC(=O)c3ccccn3)nc2N1 (stereo not given)	i	12	-1.3
CCCCN(CCCC)S(=O)(=O)c1ccc(OC)c2ncccc12	i	-5	0.5
Cc1cc2c(n1-c1ccc(Br)cc1)CC(C)(C)CC2=O	i	15	-0.8
N#CC1=C(Nc2ccccc2)SC=C(c2ccc(Cl)c(Cl)c2)N=C1N1CCOCC1	i	10	-0.5
Cc1ccc(NC(=O)COC(=O)Cn2c(C)csc2=O)c([N+](=O)[O-])c1	i	35	-1.6
CCCCN1C(=O)NC(NS(=O)(=O)c2ccc(N)cc2)(C(F)(F)F)C1=O (stereo not given)	i	12	-1.0
O=C(Nc1ccccc1F)c1ccc(Br)o1	i	4	-0.2
Cc1cc(N/N=C/c2ccc(O)cc2O)c2ccccc2n1	i	13	-0.8
Cc1cc(Cl)ccc1OCC(=O)NCCCN1CCOCC1	i	27	-0.4
CC(=O)N1CCN(C(=O)c2ccc(Oc3ccccc3)cc2)CC1	i	30	-0.3
Cc1cc2ccccc2n1CCNC(=O)c1cccs1	i	1	0.4
O=C(O)CSc1nc(C(F)(F)F)cc(=O)n1-c1ccccc1	i	4	-0.7
CCOC(=O)N1CCN(C(=O)CSCC(=O)Nc2nc(-c3cccs3)cs2)CC1	i	7	0.5
Cc1nn(Cc2nnc(SCC(=O)Nc3cccc(C(F)(F)F)c3)n2C)c(C)c1[N+](=O)[O-]	i	3	0.0
O=C(NCC(c1ccco1)N1CCCC1)c1sc2cc(F)ccc2c1Cl (stereo not given)	x	10	-0.6
NC(=O)NNC1=Nc2cccc3cccc1c23	i	10	0.4
Cc1cccc(NC(=O)CC2c3ccccc3Oc3ccccc32)c1	i	51*	-1.9
Cc1c(/C=N/O)sc2ccccc12	i	0	0.7
C=CCc1cccc2cc(C(=O)O)c(=O)oc12	i	10	-1.4
CN(CCNC(=O)CCNC(=O)Cn1ccc2ccccc2c1=O)Cc1ccccc1	i	17	-2.4

Quoted at random: six compounds from above.
SMILES	KCNQ2 inh	OX1R FRET antag	STK33 kinase inh
Cc1cc2ccccc2n1CCNC(=O)c1cccs1	i	1	0.4
O=C(NCC(c1ccco1)N1CCCC1)c1sc2cc(F)ccc2c1Cl (stereo not given)	x	10	-0.6
O=C1CC(c2ccccc2)n2nc(NC(=O)c3ccccn3)nc2N1 (stereo not given)	i	12	-1.3
Cc1cc2c(n1-c1ccc(Br)cc1)CC(C)(C)CC2=O	i	15	-0.8
CN(CCNC(=O)CCNC(=O)Cn1ccc2ccccc2c1=O)Cc1ccccc1	i	17	-2.4
Cc1cc(N/N=C/c2ccc(O)cc2O)c2ccccc2n1	i	13	-0.8

The list continues.
SMILES	KCNQ2 inh	OX1R FRET antag	STK33 kinase inh
Cc1ccc(C)c(N2N=C(C(=O)Nc3ccccc3N3CCCC3)CCC2=O)c1	i	2	-0.4
CC(=O)N=c1ncn(CC(COC(C)=O)OC(C)=O)c2nc[nH]c12 (stereo not given)	i	0	0.6
CC(C)(C)OC(=O)N1CCC[C@H]1C(=O)Nc1ccc(Br)cc1	i	-8	-0.6
C[n+]1cccc(/C=N/Nc2nc(Cl)c(C#N)c(Cl)c2Cl)c1	i	22	1.4
COc1ccc(/C=C/C(=O)N[C@H](C(=O)O)C(C)C)cc1	i	7	-1.7
Cc1ccc(SCCC(=O)OCC(=O)Nc2ccc(S(N)(=O)=O)cc2)cc1	i	7	0.3
CC(NC(=O)Nc1ccccc1Cl)c1ccc2c(c1)OCO2 (stereo not given)	i	6	-0.9
Brc1cccc(Nc2nc(-c3cccnc3)cs2)c1	i	18	-5.3
S=C(NCc1ccccc1)NC1CCSc2ccccc21 (stereo not given)	i	25	0.0
CC(=O)Nc1ccccc1OCc1nnc(-c2ccccc2Cl)o1	i	5	0.4
COc1ccc(/C=C/C(=O)NCC(=O)N/N=C/c2cccs2)cc1	i	26	-0.8
CCOC(=O)c1c(NC(=O)CSc2nnnn2C)sc(C)c1-c1ccc(C)cc1	i	12	2.9
CC(NC(=O)C(=O)NN=C1CCCCCC1)c1ccccc1 (stereo not given)	i	22	-1.8
O=C(CSc1nnc(-c2ccccc2)o1)N1CCc2ccccc2C1	i	18	5.0
CCC(C)NC(=O)c1cc(S(=O)(=O)N2CCCCC2)c[nH]1 (stereo not given)	i	13	-1.0

Structures listed above printed as active in OX1R FRET antag.
SMILES	KCNQ2 inh	OX1R FRET antag	STK33 kinase inh
Cc1cccc(N(C)C(=O)CCS(=O)(=O)c2cccc3nonc23)c1	i	52*	0.0
c1ccc(-c2noc(-c3cccc4ccccc34)n2)nc1	i	66*	2.5
Cc1cccc(NC(=O)CC2c3ccccc3Oc3ccccc32)c1	i	51*	-1.9
